Compound activity from PubChem.
Runt-SMMHC FRET: Runt domain-CBFb-SMMHC interaction inhibition; Q01196+Q13951; Cerulean-Runt/Venus-CBFb-SMMHC FRET ratio 530/480, 1 h; inhibition, % at 20 µM; 220,000 compounds, 0.74% hits; AID 1434;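 active = mean inhibition across duplicate retests at 20 µM reaching about 50%, limit read from the data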;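 note: 0% = DMSO wells and 100% = wells with excess untagged CBFb-SMMHC; inhibitors lower the FRET ratio by blocking Runt binding to CBFb-SMMHC; some results filed as inactive read as strong as hits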
EBV gp42 block: inhibitors of Epstein-Barr virus glycoprotein 42 | Q1HVG2 | 220,000 compounds, 0.42% hits | Fluorescence polarization binding assay, mP read-out | inhibition, % (tested at 21.74 µM); in the data active = inhibition above about 50%
Target sequence (Q1HVG2 whole entry, looked up): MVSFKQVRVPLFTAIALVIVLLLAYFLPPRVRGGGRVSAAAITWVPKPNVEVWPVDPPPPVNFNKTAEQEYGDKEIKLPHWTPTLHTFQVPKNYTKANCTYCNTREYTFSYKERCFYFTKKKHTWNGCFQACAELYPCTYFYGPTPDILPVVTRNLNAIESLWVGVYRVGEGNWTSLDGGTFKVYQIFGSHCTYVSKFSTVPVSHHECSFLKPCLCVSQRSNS
Calpain2 inh: blocks pig calpain II enzyme activity; purified calpain II, fluorogenic peptide substrate, 30 min; 220,000 compounds, 0.37% hits; inhibition, % at 16 µM;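 active = inhibition above about 50%, limit read from the data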
Furin inh: blocks human furin protease activity | inhibition, % at 30 µM | P09958 | purified furin, fluorogenic substrate cleavage | 220,000 compounds, 0.061% hits | AID 463115; in the data active = inhibition above about 25%; note: inactives centre near -15
Target sequence (P09958 108-714 limits assumed): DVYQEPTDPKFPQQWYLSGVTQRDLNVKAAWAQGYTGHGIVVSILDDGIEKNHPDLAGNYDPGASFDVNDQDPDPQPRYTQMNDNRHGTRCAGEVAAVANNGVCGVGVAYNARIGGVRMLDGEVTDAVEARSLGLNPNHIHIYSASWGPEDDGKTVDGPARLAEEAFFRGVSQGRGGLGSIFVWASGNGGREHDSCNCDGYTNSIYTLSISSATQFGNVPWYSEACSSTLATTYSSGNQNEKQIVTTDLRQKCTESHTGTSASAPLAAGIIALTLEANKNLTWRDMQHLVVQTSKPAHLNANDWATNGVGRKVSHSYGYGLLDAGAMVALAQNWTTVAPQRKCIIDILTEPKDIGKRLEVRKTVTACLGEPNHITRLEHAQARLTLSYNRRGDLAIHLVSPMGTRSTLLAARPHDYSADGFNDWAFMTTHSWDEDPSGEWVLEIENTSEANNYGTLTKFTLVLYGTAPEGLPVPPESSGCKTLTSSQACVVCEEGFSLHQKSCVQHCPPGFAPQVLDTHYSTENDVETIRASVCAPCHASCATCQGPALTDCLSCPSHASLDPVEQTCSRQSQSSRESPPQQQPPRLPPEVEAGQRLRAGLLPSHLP
RBBP9 inh: inhibitors of human serine hydrolase RBBP9; inhibition, % at 7.94 µM; AID 1515; O75884; 220,000 compounds, 0.2% hits; recombinant RBBP9, FP-Rh probe fluorescence polarization;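 active = inhibition above the campaign mean of all tested compounds plus 3 SD, cut at about 14% in these data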;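 note: plate controls were DMSO wells with RBBP9 for no effect and wells lacking RBBP9 protein for full effect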
Target sequence (O75884 whole entry, looked up): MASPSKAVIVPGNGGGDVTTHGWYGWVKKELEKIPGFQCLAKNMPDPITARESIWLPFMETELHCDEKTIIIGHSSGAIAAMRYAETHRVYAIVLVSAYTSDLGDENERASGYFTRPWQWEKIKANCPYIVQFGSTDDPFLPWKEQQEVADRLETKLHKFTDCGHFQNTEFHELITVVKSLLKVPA
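Material: RBBP9 protein. Amount: RBBP9 at 2.5 µM in dispensed solution, before mixing. Schedule: 30 min then 45 min, 25 °C. Medium: Tris buffer pH 8.0, NaCl, Pluronic. Measured by: fluorescence polarization. Measure: percent inhibition from mP, scaled between DMSO and no-protein wells. Replication: one well per compound.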
Tb hexokinase: T. brucei hexokinase 1 inhibition; recombinant TbHK1, G6PDH-coupled NADH A340; inhibition, % at 10 µM; 220,000 compounds, 0.11% hits; AID 1430;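 active = inhibition of 50% or more in the single-dose primary screen; inactive = inhibition below 50%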
p97 ATPase inh: inhibitors of human p97 ATPase. P55072. recombinant p97 ATPase, Kinase-Glo ATP luminescence, 3 h. inhibition, % at 8 µM. 220,000 compounds, 0.42% hits. AID 1481; in the data active = inhibition above about 15%;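 note: 0% = DMSO vehicle and 100% = wells lacking enzyme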
Runt-CBFb FRET: inhibitors of human RUNX1 Runt domain binding to CBFb | AID 1496 | inhibition, % at 20 µM | Cerulean-Runt/Venus-CBFb FRET ratio 530/480, 1 h | 220,000 compounds, 0.46% hits | Q01196+Q13951;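 active = inhibition over about 50% at 20 µM in the single-dose screen, limit read from the data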;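 note: 0% = DMSO wells and 100% = excess unlabeled CBFb competitor control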
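Schedule: protein complex preformed 1 h, compound exposure 1 h, room temperature, dark; test system: Cerulean-labeled Runt domain protein; amount: 100 nM per protein; buffer or medium: Tris 50 mM pH 7.5, KCl, K2SO4, 0.01% BSA; read-out: loss of energy transfer signal; detection: FRET fluorescence; controls: 5 µM unlabeled CBFb as full-inhibition high control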
p47phox inh: inhibitors of human p47phox binding; inhibition, % at 24.7 µM; 220,000 compounds, 0.53% hits; P14598; p47phox/p22phox peptide binding, fluorescence polarization, 2 h;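 active = inhibition above about 30%, limit read from the data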;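 note: 0% = p47phox with labelled peptide and 100% = labelled peptide alone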
The depositor's hits bear a star; x = no result given; [ ] = remark or other dose. No enrichment for hits (roughly 2.7% active in at least one column).

SMILES	Runt-SMMHC FRET	EBV gp42 block	Calpain2 inh	Furin inh	RBBP9 inh	Tb hexokinase	p97 ATPase inh	Runt-CBFb FRET	p47phox inh
O=C(CSc1nnc2ccccn12)NC(=O)Cc1ccccc1	1	-8	-12	-22	4	8	-3	0	0
CCc1ccc(Nc2nc(N)nc(CSc3nnnn3-c3ccccc3)n2)cc1	-3	8	-23	-4[20 µM]	-7	-2	-8	-3	4
Nc1nnc(CC(=O)N/N=C/c2ccc(-c3ccccc3)o2)s1	3	-1	-7	-2	0	-36	7	3	-13
CCOC(=O)CNC(=O)Cn1cnc2ccc(S(=O)(=O)N3CCC(C)CC3)cc2c1=O	3	-25	-1	-16	-7	-6	-1	-5	-6
COc1cc(/C=N/N=C(N)N)ccc1OCc1ccc(Cl)cc1	3	-2	-13	-22	-9	4	8	0	4
Cc1ccc([N+](=O)[O-])c(OCCN2C(=O)NC(C)(C)C2=O)c1	-1	-2	-14	2	-3	0	1	-1	-4
COc1ccc(CC2(C)OC(c3ccc(C)c([N+](=O)[O-])c3)=NN2C(C)=O)cc1 (stereo not given)	1	-6	13	-14	-3	-5	-8	-2	1
Clc1ccc(Sc2cc(N3CCOCC3)nc(-c3ccccc3)n2)cc1	-2	1	22	-12[20 µM]	-1	-6	-2	-2	-13
CCOC(=O)c1c(NC(=O)CSc2nnc3c(Cl)cc(Cl)cn23)sc2c1CCC2	-2	-23	-6	-15	4	-3	1	-2	-40
COc1ccc(/C=C/c2nc(C)c(-c3ccccc3)c(=O)[nH]2)cc1OC	4	-9	-54	-13	-2	-16	4	-4	-1
CCN=c1scc(-c2ccccc2)n1/N=C/c1ccccn1	-22	-9	14	-5	-9	-11	-2	-10	-6
COc1ccccc1N(C)S(=O)(=O)c1ccc(C(=O)OCC(=O)N2CCCCCC2)cc1	0	-5	1	-14	-5	-1	-4	1	-2
CN1CCc2c(sc3nc(SCC(=O)N4CCOCC4)nc(N)c23)C1	10	10	-142	-42	-9	-145	2	0	-1
Cc1ccc(-n2nnnc2SCn2nnc3ccccc3c2=O)c(C)c1	-3	5	20	-18[20 µM]	1	6	6	0	-12
COc1ccc(NC(=O)c2nc[nH]c2C(=O)N[C@H](C)c2ccccc2)cc1	3	-16	0	-35	x	-9	x	1	-7
C=CCC(O)(CCN1CCCCC1)c1ccccc1 (stereo not given)	-5	-24	2	-27	-9	2	2	0	-17
CCCCN(C(=O)CSc1nnc(-c2ccc(OC)cc2)n1CC)c1c(N)n(Cc2ccccc2)c(=O)[nH]c1=O	-3	-8	-33	-18	-4	29	4	-2	-2
COCCNS(=O)(=O)c1cccc2cccnc12	0	5	-24	-27	x	-1	x	0	8
COc1ccc(CSc2nc(CSC)cc(N3CCOCC3)n2)cc1	0	3	-23	-15	-7	5	-8	-2	-4
COc1ccc(CC(=O)Nc2c3c(nn2-c2cccc(C)c2C)CS(=O)C3)cc1OC (stereo not given)	3	-8	11	-15[20 µM]	1	4	2	-4	-3
Cc1cc(-c2nc(C)c(C(=O)NN)s2)no1	0	-13	19	-7	3	-2	-6	-1	-6
COc1cc(CNCc2cccs2)ccc1OCc1ccccc1	3	-2	-3	-24[20 µM]	-7	2	0	3	-10
COc1cc([N+](=O)[O-])ccc1NC(=O)CCCOc1cccc(C)c1	-2	-18	-8	-3[20 µM]	3	-9	-1	1	-5
O=C(Nc1ccc2nc(-c3ccccc3)[nH]c2c1)c1ccco1	-2	-22	-20	-31[20 µM]	-8	-24	1	0	-20
O=C(/C=C/N1CCOCC1)c1cc2ccccc2o1	0	-14	0	10	3	-42	4	0	-7
Cc1cc(C)c(O)c(N)c1	-5	-7	-31	-22	1	-4	8	-1	-4
CCc1cccc2c(C(=O)C(F)(F)F)cn(CC(=O)N3CCOCC3)c12	-2	1	23	1	-7	-8	-7	0	1
CO/N=C/C(C#N)=C/c1cc(C(=O)c2ccccc2)cn1C	2	-8	-5	5	-1	-20	-7	7	1
CC(C)C(=O)NC(NC(=S)Nc1cccc2cccnc12)C(Cl)(Cl)Cl (stereo not given)	3	-9	14	-14	-6	-4	1	x	8
CCN1CCN(CC(=O)N2N=C(c3cccs3)CC2c2ccc(F)cc2)C(=O)C1=O (stereo not given)	1	-7	-31	-17	2	-14	-1	-2	x
O=C(O)c1ccc(Cn2cnc3sc4c(c3c2=O)CCCC4)cc1	-4	-15	2	5	2	-3	2	-2	-7
COc1ccc(/C=C2/C(=O)N(Cc3ccccc3)N=C2C)cc1	3	-9	-1	-24	0	-4	33*	19	-20
COc1ccc(OC)c(NC(=O)COC(=O)C2CCN(C(=O)c3ccc(Cl)cc3)CC2)c1	2	2	-7	-25	-5	-6	-2	-6	-3
CC(C)CC(=O)NCCCN1CCN(CCCNC(=O)CC(C)C)CC1	-1	-12	-19	-18[20 µM]	4	1	0	2	-1
Cc1cc(SCC(=O)c2ccccc2)n2nc(C)nc2n1	0	-8	-2	-31	-8	-6	3	3	-5
Cc1ccc(S(=O)(=O)N2CCCC2C(=O)Nc2ccc(O)cc2)cc1 (stereo not given)	3	6	6	-22	2	4	4	-1	-2
COc1ccc(-n2nc(C(=O)NCC(=O)N3CCN(c4ccccn4)CC3)c3ccccc3c2=O)cc1	-3	-7	9	-4	1	-2	-3	-7	-3
Cc1ccc(-n2c(SCC(N)=O)nnc2-c2ccccn2)cc1C	3	-2	5	-6	-5	6	-3	0	-7
CCOC(=O)c1sc2nc(CC(=O)OC)nc(NCc3ccc(Cl)cc3)c2c1C	1	15	-10	-26[20 µM]	-5	-5	1	-4	-15
O=C(Nc1ccc(N2CCOCC2)cc1)Nc1ccc2nsnc2c1	x	-2	39	-4	-2	0	-2	x	-37
O=C1C(=O)N(CC2CCCO2)C(c2ccco2)/C1=C(/O)c1ccc(F)cc1 (stereo not given)	2	-6	4	-10	-3	-18	1	4	-7
COc1ccc(/C=C/CN2CCCC(C(=O)c3cc(F)ccc3F)C2)cc1 (stereo not given)	-5	-6	13	-30	-2	2	-2	-1	-4
O=C(c1cccc(Cl)c1)N1CCN(Cc2c[nH]c3ccccc23)CC1	2	-21	-26	-42	-7	-3	3	-2	-11
CCCC/C(O)=N\S(=O)(=O)c1ccc(N=NN(C)C)cc1	-2	0	28	-3[20 µM]	-6	-17	0	0	11
CCCN(Cc1ccccc1)S(=O)(=O)c1ccc(N2C(=O)CCC2=O)cc1	1	-6	-18	-4	-3	42	-5	12	12
Cc1occc1C(=O)Nc1cc(C(C)(C)C)on1	2	-19	19	-4[20 µM]	8	3	-25	0	-4
COc1cccc(N=CC2=C(O)CCCC2=O)c1	-2	-9	-21	-9	-5	-33	5	1	-2
CC(=O)OC(C#CCN1CCOCC1)c1ccccc1 (stereo not given)	-2	-29	-1	-17[20 µM]	2	1	4	1	-9
COc1cccc(NC(=O)C(c2ccccc2)N2CCCC2)c1 (stereo not given)	-1	2	10	-5	1	8	-4	1	1
COCc1c(C(=O)OC/C(O)=C(\C#N)c2nc3ccccc3[nH]2)oc2ccccc12	4	-33	-26	-9	-6	-16	4	0	-64
Cc1nnc(SCC(=O)NCC(=O)Nc2ccc(F)c(F)c2F)n1Cc1ccccc1	-2	4	8	-29	-6	1	5	0	11
Cn1nc(C(F)(F)F)c(-c2ccc(Br)cc2)c1NC(=O)C1CCC1C(=O)O (stereo not given)	-1	-5	-22	-17	3	-12	-1	6	-12
COn1c(=O)c(-c2ccc(Cl)cc2)[n+]([O-])c2ccccc21	1	-4	-49	-27[20 µM]	-6	-18	5	-1	-8
Cc1cc(C)cc(-n2nnc(C(=O)NCc3ccccc3Cl)c2N)c1	-3	41	21	-26	-1	0	-4	-4	-10
COc1cc(/C=C/C(=O)Nc2ccc(C(C)=O)cc2)cc(OC)c1OC	0	-1	18	7	-1	-19	4	-4	19
COc1nc(Oc2ccc(C(=O)OCC(N)=O)cc2)nc(N(C)C)n1	-2	-3	-2	-21	-7	6	2	-1	3
CCOC(=O)C1=C(O)/C(=C/c2ccc(-c3ccccc3C(=O)O)o2)SC1=Nc1ccc(OC)cc1	-38	-9	-71	-9[20 µM]	2	-8	3	-6	-54
CCc1cccc(N=c2c([N+](=O)[O-])nn(-c3ccc4c(c3)OCCO4)n2O)c1	-2	0	14	-2	0	-7	5	-1	-2
CCOC(=O)C(CCCOc1cccc(OC)c1)C(=O)OCC	1	-9	-14	-13	-6	-3	-5	-1	0
CN(Cc1ccc(F)cc1)Cc1nc(-c2cnccn2)no1	-2	-10	9	-24	1	-4	3	0	-7

Part of the list above in order of length of the SMILES, highest first:
SMILES	Runt-SMMHC FRET	EBV gp42 block	Calpain2 inh	Furin inh	RBBP9 inh	Tb hexokinase	p97 ATPase inh	Runt-CBFb FRET	p47phox inh
CCc1cccc(N=c2c([N+](=O)[O-])nn(-c3ccc4c(c3)OCCO4)n2O)c1	-2	0	14	-2	0	-7	5	-1	-2
Cn1nc(C(F)(F)F)c(-c2ccc(Br)cc2)c1NC(=O)C1CCC1C(=O)O (stereo not given)	-1	-5	-22	-17	3	-12	-1	6	-12
Cc1nnc(SCC(=O)NCC(=O)Nc2ccc(F)c(F)c2F)n1Cc1ccccc1	-2	4	8	-29	-6	1	5	0	11
CN(Cc1ccc(F)cc1)Cc1nc(-c2cnccn2)no1	-2	-10	9	-24	1	-4	3	0	-7
CC(=O)OC(C#CCN1CCOCC1)c1ccccc1 (stereo not given)	-2	-29	-1	-17[20 µM]	2	1	4	1	-9

Further compounds follow.
SMILES	Runt-SMMHC FRET	EBV gp42 block	Calpain2 inh	Furin inh	RBBP9 inh	Tb hexokinase	p97 ATPase inh	Runt-CBFb FRET	p47phox inh
O=C(O)Cc1cn(-c2ccccc2)nc1-c1ccccc1	1	0	21	-23	-6	-1	2	1	-8
CCOC(=O)c1ccc(NC(=O)Nc2ncc(Cl)cc2Cl)cc1	1	-9	-27	-29	1	-12	5	1	-18
O=C(c1ccco1)N1CCN(S(=O)(=O)Cc2ccc(Cl)cc2)CC1	1	-9	13	-17[20 µM]	-8	4	1	2	-13
CCC(C(=O)OCC(=O)Nc1ccc(C(N)=O)cc1)c1ccccc1 (stereo not given)	0	-3	-15	-4	-8	5	4	1	-7
CCNC(=S)NN=C1c2ccccc2-c2ccccc21	-6	-2	21	-20	6	-3	5	-1	7
CN(C)C=Nc1nc2ccccc2nc1N1CCCC1	4	0	-35	-24	-4	-12	1	6	-11
O=C(COCc1nc2ccccc2c(=O)[nH]1)NC1CCCC1	-1	-12	-16	-11	-4	22	3	0	2
CCn1c(=N)n(CC(=O)c2ccc(OC)cc2)c2ccccc21	0	-8	-8	-1[20 µM]	-3	0	0	0	-2
COC(=O)Cc1c(C)nc2nc[nH]n2c1=O	5	6	8	-14[20 µM]	3	-6	1	0	-4
COc1cccc(N=C(N)N)c1	2	-11	-4	-8	-10	7	-1	0	-2
C=CCSc1nc(C)c2cc(C)cc(C)c2n1	-6	2	-7	-24[20 µM]	-1	-5	3	-4	-2
CC(Oc1ccccc1Br)C(=O)N1CCc2ccccc21 (stereo not given)	-3	-12	17	-19	-6	4	5	-2	-12
CN1CCCN(C(=O)/C=C/c2ccc(Cl)cc2Cl)CC1	-2	-7	19	-19	10	-3	5	-2	8
CCOC(=O)N/N=C\c1sccc1C	0	9	18	-12	-1	-10	-2	0	-4
Cc1cc(/C=N/Nc2nc(N)ncc2[N+](=O)[O-])c(C)n1-c1ccccc1F	-1	-7	-12	-25	3	-19	-3	-3	-5
CC(=O)OCCOc1nc(NC(C)C)nc(NC(C)C)n1	0	-3	-22	-13	-1	-3	3	-1	-5
